Source: PubChem BioAssay
GPR151 ag: activators of human GPR151, primary screen, cell-based, PathHunter beta-arrestin, luminescence; G-protein coupled receptor 151 (Homo sapiens), Q8TDV0; PathHunter beta-arrestin GPR151 cells; activation, % at 11.2 µM; 650,000 tested, 1% active; in the data active = activation above about 4.9%;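 note: 0% = median of compound wells and 100% = cells with positive control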
Target sequence (Q8TDV0 whole entry, looked up): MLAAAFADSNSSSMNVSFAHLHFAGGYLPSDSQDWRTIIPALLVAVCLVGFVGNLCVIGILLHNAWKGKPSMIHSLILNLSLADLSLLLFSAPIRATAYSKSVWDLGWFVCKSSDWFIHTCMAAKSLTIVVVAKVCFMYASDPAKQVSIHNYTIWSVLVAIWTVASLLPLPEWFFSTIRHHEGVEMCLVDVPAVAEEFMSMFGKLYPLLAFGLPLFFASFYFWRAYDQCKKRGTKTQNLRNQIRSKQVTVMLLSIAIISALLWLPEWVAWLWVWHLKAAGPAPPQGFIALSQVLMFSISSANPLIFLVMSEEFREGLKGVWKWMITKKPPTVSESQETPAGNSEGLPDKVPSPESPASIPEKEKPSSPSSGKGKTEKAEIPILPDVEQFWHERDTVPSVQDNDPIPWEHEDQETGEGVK
MITF primary: MITF inhibitors, primary screen, biochemical, AlphaScreen, human; AlphaScreen MITF homodimerization, bead proximity signal; Microphthalmia-associated transcription factor (Homo sapiens), O75030; AID 1259374, 2018; 650,000 tested, 0.91% active; inhibition, % at 2.6 µM; in the data active = inhibition above about 50%;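 note: 0% = vehicle wells with protein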
Target sequence (O75030 whole entry, looked up): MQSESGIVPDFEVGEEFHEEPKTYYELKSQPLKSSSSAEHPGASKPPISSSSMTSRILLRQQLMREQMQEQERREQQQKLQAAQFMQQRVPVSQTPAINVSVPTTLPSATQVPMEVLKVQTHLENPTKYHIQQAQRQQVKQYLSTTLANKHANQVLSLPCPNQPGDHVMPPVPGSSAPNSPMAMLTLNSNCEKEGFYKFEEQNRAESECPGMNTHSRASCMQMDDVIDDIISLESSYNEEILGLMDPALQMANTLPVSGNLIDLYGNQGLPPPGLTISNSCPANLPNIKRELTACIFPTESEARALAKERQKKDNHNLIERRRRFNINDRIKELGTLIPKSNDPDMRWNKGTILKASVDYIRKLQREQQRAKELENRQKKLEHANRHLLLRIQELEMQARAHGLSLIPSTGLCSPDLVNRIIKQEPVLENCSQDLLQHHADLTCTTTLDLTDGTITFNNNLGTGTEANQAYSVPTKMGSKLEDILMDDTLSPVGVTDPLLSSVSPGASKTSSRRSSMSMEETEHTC
FBW7 activator: FBW7 E3 ligase activators, primary screen, biochemical, AlphaScreen, human; F-box/WD repeat-containing protein 7 (Homo sapiens), Q969H0; AlphaScreen FBW7–phospho-cyclin E peptide binding, activator screen; normalized activity (activation), % at 26.1 µM; 650,000 tested, 0.13% active; in the data active = normalized activity above about 1.9%;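 note: purified mutant Fbw7 with reduced substrate affinity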
TEAD-YAP inh: TEAD-YAP interaction inhibition, primary screen, TEAD-YAP interaction inhibitor project, luminescence, HEK-TIYL cells; TEAD-Gal4/YAP UAS-luciferase luminescence; inhibition, % at 9.12 µM; 640,000 tested, 1.4% active; in the data active = inhibition above about 32%;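 note: 0% = median of test compound wells and 100% = reference inhibitor wells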
An asterisk follows results filed as active; nt = no result given; & = joins results of further samples; ! = not active in a repeat.

smiles	MITF primary	FBW7 activator	TEAD-YAP inh	GPR151 ag
Cc1cccc(-n2c(/C=C\c3ccc(F)cc3)nc3ccccc3c2=O)c1	3	0.2	3	0.5
CN1CC2([N+](=O)[O-])CC=C(Cl)C([N+](=O)[O-])(C1)C2 (centres undefined)	-4	-0.1	0	0.5
CN1CCN(c2cccc3c2C(=O)c2ccccc2C3=O)CC1	7	-0.4	37*	0.1
C=CCOC(=O)C1=C(N)OC(C)=C(C(=O)OCCOC)C12C(=O)Nc1ccccc12 (centres undefined)	-8	0.0	-3	0.7
CCN1CCN(Cc2cccc3ccccc23)CC1	3	-0.2	4	-0.8
CC/C=C\C[C@@H](/C=C/C=C\CCCCCCCC(=O)O)OO	-7	nt	nt	0.9
CN1C(=O)/C(=C\N2CCc3ccccc32)C(=O)NC1=S	1	-0.4	12	0.0
CCOc1ccc(-n2c(-c3ccccn3)nc3ccccc3c2=O)cc1	-14	-0.3	-1	-2.3
CN(C)C(CNC(=O)Cc1ccc(Br)cc1)c1ccccc1 (centres undefined)	-4	-0.2	-4	1.1
S=C(Nc1ccccc1Cl)N1CCCCC1c1cccnc1 (centres undefined)	-5	0.0	1	0.1
O=C1CC(c2ccccc2)CC(O)=C1C=NCCN1CCN(C(=O)Cc2ccccc2)CC1 (centres undefined)	4	0.1	4	1.9
Cc1cccc(CN2CCN(C(C)C)CC2)c1	34	-0.1	7	1.3
CCN(CC)C(=O)c1ccc(NC(=O)c2cccc(I)c2)cc1	-2	0.7	-31	-2.4
COc1ccc(C=C2C(=O)NC(=O)NC2=O)cc1O	22	-0.2	-2	0.4
CC(=O)OC1CC[C@@]2(C)C(CCC3C2CC[C@]2(C)C(C4=CC(=O)OC4)C(OC(C)=O)CC32O)C1 (some centres undefined)	-24	0.2	100*	2.3
O=C(N/N=C1/CN2CCC1CC2)c1ccc(O)cc1	-11	0.0	-2	1.1
O=C1C2CCCN2C(c2ccco2)N1c1ccccn1 (centres undefined)	0	-0.2	-2	0.2
CCOP(=O)(OCC)C(NC(=O)c1ccc(F)cc1)C(Cl)(Cl)Cl (centres undefined)	9	0.1	4	-0.5
O=C(NC(O)C(Cl)(Cl)Cl)c1ccccc1 (centres undefined)	19	0.7	4	4.5
COc1cc(/C=C/c2nc3ccccc3c(=O)n2-c2ccc(Br)c(C)c2)ccc1O	-13	0.1	-6	1.2
Nc1nonc1NC(=O)CSCC(=O)Nc1nonc1N	7	0.1	3	-0.9
Cc1cc(C)[n+]2c(n1)nn1c(C)cc(C)nc12	-9	-0.2	-9	0.1
O=C1NC(=S)N(Cc2ccco2)C(=O)/C1=C\c1cccs1	82*	-0.6	-2	1.6
Cc1ccc(F)cc1-n1c(/C=C\c2ccccc2F)nc2ccccc2c1=O	4	0.1	0	-1.1
O=c1c2ccccc2nc(-c2ccccc2F)n1-c1cccc(Cl)c1	2	0.0	-6	-1.2
COC(=O)C1C(=O)N(C)C2(C)CC1c1ccccc1O2 (centres undefined)	-7	-0.1	-2	-0.5
Cc1cc2c(C(F)(F)F)cc(=O)oc2c2c1NCCC2	13	0.0	-19	-0.4
COc1cc(C)c(C2C(C#N)=C(N)Oc3c2c(=O)oc2ccccc32)cc1C (centres undefined)	-3	-0.1	6	-0.1
Cc1ccccc1N1C(=O)NC(=O)/C(=C\c2cc(C)n(-c3ccccc3C(=O)O)c2C)C1=O	16	0.3	-7	-1.5
O=C1NC(=O)C(CCc2ccncc2)(Cc2ccc([N+](=O)[O-])cc2)C(=O)N1	4	0.0	11	-0.4
O=C(Nc1ccc(Cl)cc1C(=O)c1ccccc1)c1ccc(Oc2ccccc2)cc1	12	-0.1	2	1.0
O=C1NC(=S)NC(=O)C1=Cc1cccc(O)c1	1	-0.1	15	-0.3
CCOc1cc(CNCCc2c[nH]c3ccccc23)ccc1OC	6	0.2	9	-0.1
O=Cc1cn(Cc2ccccc2[N+](=O)[O-])c2ccccc12	3	-0.3	7	-0.5
CC1=NC2(CCNCC2)N=C1c1ccc(Cl)cc1	6	0.0	0	1.6
c1ccc2c(CCNC3CCNCC3)c[nH]c2c1	14	0.3	-13	-1.0
CC(O)CNc1ccc([N+](=O)[O-])c2cccnc12 (centres undefined)	-2	-0.3	-10	1.1
CC(=O)N1CC(=O)Nc2ccc(Br)cc2C1c1ccccc1 (centres undefined)	3	0.0	-3	0.6
COc1ccc(OC)c(CN2CCN(c3ccccc3F)CC2)c1	8	-0.4	4	0.2
CC(C)n1cc(C(=O)NC2(c3ccc(F)cc3)CCCC2)cn1	-12	-0.1	-6	-0.3
O=[N+]([O-])c1ccc(Cl)c(C2N3CCCN23)c1 (centres undefined)	-6	-0.1	-15	1.8
Cc1cnc2c(Br)cc(Br)c[n+]2c1C	8	0.1	-5	-1.6
COc1ccc(C=C2C(=O)NC(=S)NC2=O)c2ccccc12	12	-0.5	8	0.4
OC12CC(C3COC1O3)n1ncnc1N2 (centres undefined)	1	0.0	6	0.0
O=C(Cc1ccccc1)N1CCN(Cc2cccc(Cl)c2)CC1	46	-0.3	15	-1.1
CCOC(=O)C1C2NC(=S)N(c3ccccc3C)C1(C)Oc1c(Cl)cc(Cl)cc12 (centres undefined)	1	-0.2	-6	0.1
Clc1ccc(NC2=NCCCS2)cc1Cl	14	0.8	6	-0.8
COc1cccc([C@@H]2CCN(CC(=O)Nc3ccccc3OC)C[C@H]2O)c1	6	0.1	-5	0.2
Oc1ccc(CN2CCN(c3cccc(Cl)c3)CC2)cc1	7	0.1	6	0.8
Cc1cc(Cl)ccc1NC(=O)C(Cl)(Cl)Cl	-8	0.3	16	-1.4
COc1ccc(-c2nn(Cc3ccccc3)cc2C=O)cc1OC	4	0.1	-10	2.0
O=c1c2ccccc2nc(/C=C\c2ccc(F)cc2)n1-c1ccc(Br)cc1	-4	0.1	-2	-0.7
CCC(CO)NCc1ccc(Cl)nc1 (centres undefined)	9	0.1	1	0.4
COc1ccc(CCN)cc1O	18	-0.1	1	0.4
Cc1cc(C=O)c(C)n1CC1CCCO1 (centres undefined)	6	0.0	1	1.0
Cc1ccc(/C=C2\C(=O)NC(=O)N(c3ccc(C)c(C)c3)C2=O)o1	8	-0.3	5	1.1
CCc1ccc(N2C(=O)NC(=O)/C(=C/c3ccsc3)C2=O)cc1	16	0.7	-2	-0.5
CN(C)P1(N(C)C)=Nc2c(c(N)nn2C)C(c2ccccc2)=N1	6	0.0	12	1.1
Cc1cc(C)[n+]2nc(-c3ccccc3)sc2n1	23	0.1	-8	-1.8
N[C@@H](Cn1cc(I)c(=O)[nH]c1=O)C(=O)O	16&5	0.1&-0.1	2	-0.7&-1.3

Structures listed so far that contain an aryl methoxy group:
smiles	MITF primary	FBW7 activator	TEAD-YAP inh	GPR151 ag
COc1ccc(C=C2C(=O)NC(=O)NC2=O)cc1O	22	-0.2	-2	0.4
COc1cc(/C=C/c2nc3ccccc3c(=O)n2-c2ccc(Br)c(C)c2)ccc1O	-13	0.1	-6	1.2
COc1cc(C)c(C2C(C#N)=C(N)Oc3c2c(=O)oc2ccccc32)cc1C (centres undefined)	-3	-0.1	6	-0.1
CCOc1cc(CNCCc2c[nH]c3ccccc23)ccc1OC	6	0.2	9	-0.1
COc1ccc(OC)c(CN2CCN(c3ccccc3F)CC2)c1	8	-0.4	4	0.2
COc1ccc(C=C2C(=O)NC(=S)NC2=O)c2ccccc12	12	-0.5	8	0.4
COc1cccc([C@@H]2CCN(CC(=O)Nc3ccccc3OC)C[C@H]2O)c1	6	0.1	-5	0.2
COc1ccc(-c2nn(Cc3ccccc3)cc2C=O)cc1OC	4	0.1	-10	2.0
COc1ccc(CCN)cc1O	18	-0.1	1	0.4

Additional structures
smiles	MITF primary	FBW7 activator	TEAD-YAP inh	GPR151 ag
O=C(c1ccccc1Cl)c1cc(Br)ccc1NC(=O)c1c(F)cccc1F	-1	0.1	10	0.5
O=c1oc2ccccc2c2c1C(c1cccnc1)c1c(c3ccccc3oc1=O)O2	14	0.0	4	4.7
COC(=O)c1cc2c(s1)=NC=NP=2(N1CCOCC1)N1CCOCC1	-13	-0.2	0	2.7
COc1ccc(Cn2nnnc2CN2CCC(n3nnc4cc(F)ccc43)CC2)cc1	-4	0.1	-5	2.5
COc1cc2cc(C)[n+]3c(c2cc1OC)CCC3	15	0.1	8	1.8
CC1=C(C(=O)O)N2C(=O)C(N)C2SC1 (centres undefined)	18	0.5	4	-0.4
CC(N)C(=O)c1cccs1 (centres undefined)	-6	-0.2	2	-0.7
Cc1nc2ccccc2c(=O)n1-c1cc([N+](=O)[O-])cc([N+](=O)[O-])c1	11	0.0	3	-0.9
C/C(=C\C(=O)N1CCCCC1)OP(=O)(OC(C)C)OC(C)C	3	-0.1	6	-0.7
COc1cccc(/C=C/c2nc3ccccc3c(=O)n2-c2ccc(C)cc2)c1	6	-0.1	1	0.5
COC(=O)C1C2c3ccccc3O[C@]1(C)N=c1s/c(=C/c3cccc(I)c3)c(=O)n12 (some centres undefined)	-4	0.0	3	0.6
COc1ccc2c(c1)C(=O)CC1(CCNCC1)O2	-2	-0.1	5	0.4
O=C(Cc1noc2ccccc12)N1CCN(C2CCCCC2)CC1	10	0.7	-5	-0.6
CCOC(=O)C1C2NC(=S)N(CCc3ccc(OC)c(OC)c3)C1(C)Oc1ccc(Br)cc12 (centres undefined)	3	-0.3	7	1.4
O=P(O)(O)C(Cl)(Cl)P(=O)(O)O	77*!	-0.2&-0.1	-7	1.4&-0.9
Nc1ccc(S(=O)(=O)N2CCCCC2c2cccnc2)cc1 (centres undefined)	-6	0.0	1	2.8
CNc1ccc(C)cc1C(=O)c1cccc(Br)c1	2	-0.1	-4	0.7
CN(C)C1=NC(N(C)C)=NP(N(C)C)(N(C)C)=N1	0	0.0	7	0.3
Cc1cccc(CN2CCN3C(=O)[C@H](C)NC(=O)[C@H]3C2)n1	1	0.1	5	0.9
COc1ccc(-n2c(-c3ccccc3)nc3ccccc3c2=O)cc1	-6	0.0	2	1.1
CCC1(c2ccccc2)C(=O)N(COC)C(=O)N(COC)C1=O	10	0.3	5	-0.4
CCS(=O)(=O)Nc1cccc(N2CCC(NC(C)Cc3ccsc3)CC2)c1 (centres undefined)	-2	-0.1	0	-0.4
Clc1cccc(N2CCNCC2)c1	-15&17	0.0&0.8	2	-0.3&3.7
CCOc1ccccc1C1N(c2cc(C)on2)C(=O)C2CCCN21 (centres undefined)	-8	0.8	3	0.0
Fc1ccccc1CCNC1CN2CCC1CC2 (centres undefined)	23	-0.2	-2	3.5
CN(C)CC(C)(O)c1ccc(Cl)cc1 (centres undefined)	0	0.1	4	1.5
N#CCCn1cc(C=O)c(-c2ccc(Cl)cc2)n1	8	0.1	5	0.3
CCC1(C(=O)c2ccccc2)C(=O)NC(=O)N(c2ccccc2)C1=O (centres undefined)	2	0.1	-10	0.0
Cc1[nH]c2ccccc2c1CCNCc1ccc([N+](=O)[O-])cc1	25	-0.2	2	1.0
CP1(=S)Nc2cc(C(F)(F)F)ccc2-n2ccnc21 (centres undefined)	14	-0.1	0	1.7
O=C(Nc1cccnc1)c1c(O)c2c(n(Cc3ccco3)c1=O)CCCC2	18	0.3	11	-0.1
Cc1nnc2ccc(N3CCN(C)CC3)nn12	-1	-0.1	-2	-0.1
O=C(Cc1cccs1)N1CCC2(CC1)OCCO2	19	0.0	3	-0.7
COc1ccc(CNCCc2c[nH]c3ccccc23)cc1	18	-0.1	0	-0.4
CCN(CC)C(=O)COc1cc(C)cc2oc(=O)c3c(c12)CCCC3	3	-0.5	19	0.8
O=C(Nc1ccc(Cl)cc1C(=O)c1ccccc1)c1ccc([N+](=O)[O-])cc1Cl	6	1.0	-3	-1.2
CCn1c(C)cc(/C=C2\C(=O)NC(=O)N(c3cccc(Cl)c3)C2=O)c1C	3	-0.2	1	-0.1
COc1ccc(C(=O)OC2CC[C@@]3(C)C4CCC5[C@]6(O)CC(O)[C@@]7(O)C(CN8CC(C)CCC8[C@@]7(C)O)[C@]6(O)C[C@@]53O[C@]24O)cc1OC (some centres undefined)	12	0.0	3	-1.4
CN1CCC(N2CCCC(C(=O)c3ccc(Cl)cc3)C2)CC1 (centres undefined)	-9	0.0	0	2.5

This is a subset; count on the stated rates, not on these rows.
